Screening data from PubChem BioAssay.
PPARg SRC-3 ag = agonists of human PPARgamma SRC-3 coactivator recruitment; P37231; biochemical PPARgamma/SRC-3 coactivator recruitment assay; activation, % at 8 µM; 200,000 compounds, 0.26% hits; in the data active = activation above about 23%;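 note: 0% = DMSO and 100% = reference agonist; some compounds past the cut are filed as inactive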
Target sequence (P37231 whole entry, looked up): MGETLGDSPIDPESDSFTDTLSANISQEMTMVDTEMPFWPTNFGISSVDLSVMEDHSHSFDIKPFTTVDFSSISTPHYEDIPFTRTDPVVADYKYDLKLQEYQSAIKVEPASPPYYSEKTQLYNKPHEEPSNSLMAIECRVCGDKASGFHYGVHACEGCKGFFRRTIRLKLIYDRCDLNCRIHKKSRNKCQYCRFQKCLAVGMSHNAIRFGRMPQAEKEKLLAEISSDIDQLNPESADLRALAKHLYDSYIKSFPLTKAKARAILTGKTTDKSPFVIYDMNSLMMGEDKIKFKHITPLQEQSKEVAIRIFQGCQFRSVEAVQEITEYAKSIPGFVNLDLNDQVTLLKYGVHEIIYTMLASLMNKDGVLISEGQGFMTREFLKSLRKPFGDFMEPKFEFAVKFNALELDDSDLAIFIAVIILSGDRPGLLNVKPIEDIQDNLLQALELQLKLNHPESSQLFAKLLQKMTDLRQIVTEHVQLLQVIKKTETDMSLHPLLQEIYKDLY
TR-FRET SRC-2 ct = counter-screen for PPARgamma SRC-2 recruitment agonists: TR-FRET artefact. 200,000 compounds, 0.4% hits. TR-FRET ratio at 8 µM. active compounds read high; in the data active = TR-FRET ratio above about 2000; note: inactives centre near 1500; reference of the scale not given here
bIAP act = intestinal alkaline phosphatase (bovine) activation | purified bovine IAP, CDP-star luminescence, 30 min; active compounds read high; fold of DMSO-control signal, blank-subtracted | activation factor at 20 µM | 200,000 compounds, 0.17% hits | AID 1016;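 active = activation factor of 2 or more at 20 µM, a signal rise over negative controls twice the positive control's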
PPARg SRC2 recr = promotes SRC-2 coactivator recruitment by human PPARgamma; PPARgamma LBD-SRC-2 recruitment, biochemical; 200,000 compounds, 0.34% hits; P37231; activation, % at 8 µM; in the data active = activation above about 22%;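 note: 0% = vehicle and 100% = reference agonist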
bIAP inh = intestinal alkaline phosphatase (bovine) inhibition; inhibition, % at 20 µM; 190,000 tested, under 10 active; AID 1019; purified bovine IAP, CDP-star luminescence, 30 min;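 active = over 50% inhibition of intestinal alkaline phosphatase at 20 µM in the single-dose screen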
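Incubation: 30 min reaction at room temperature / Material: purified bovine intestinal alkaline phosphatase (IAP) enzyme / Input: enzyme at 1/65,000,000 dilution / Dosing: 20 µM single dose / Signal: CDP-star luminescence signal / Reagent: CDP-star chemiluminescent phosphatase substrate, 30 µM final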
S1P3 antagonist = antagonists of human S1P3 receptor. inhibition, % at 4.98 µM. AID 485. CHO S1P3 NFAT-BLA reporter, FRET fluorescence, antagonist mode. 170,000 compounds, 0.27% hits. Q99500;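 active = inhibition above the plate cutoff, the mean inhibition of test wells on that plate plus 3 SD, cut at about 28% in these data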;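 note: cells challenged with S1P at its EC80 of 0.8 µM; blue over green emission ratio from cleaved BLA substrate after 4 h stimulation; 0% = S1P-stimulated wells and 100% = unstimulated DMSO-only wells; some compounds past the cut are filed as inactive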
Target sequence (Q99500 whole entry, looked up): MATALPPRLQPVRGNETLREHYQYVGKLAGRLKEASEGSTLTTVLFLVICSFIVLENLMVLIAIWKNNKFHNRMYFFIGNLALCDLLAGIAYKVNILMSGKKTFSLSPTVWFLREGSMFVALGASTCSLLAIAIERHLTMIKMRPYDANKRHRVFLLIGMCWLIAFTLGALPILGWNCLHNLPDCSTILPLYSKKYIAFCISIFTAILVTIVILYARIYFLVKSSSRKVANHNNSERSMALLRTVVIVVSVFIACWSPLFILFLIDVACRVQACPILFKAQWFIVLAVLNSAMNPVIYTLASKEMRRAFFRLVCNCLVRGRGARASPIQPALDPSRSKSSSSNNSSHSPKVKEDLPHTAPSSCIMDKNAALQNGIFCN
PPARg SRC-1 ag = agonists of human PPARgamma SRC-1 coactivator recruitment | PPARgamma-SRC-1 coactivator recruitment biochemical assay | activation, % at 8 µM | 200,000 compounds, 0.41% hits; in the data active = activation above about 19%;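 note: 0% = DMSO and 100% = reference agonist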
TLR4-MyD88 BLA = TLR4-MyD88 interaction inhibition in cells; O00206+Q99836; HeLa CL3-4 TLR4/MyD88 BLA complementation, FRET ratio; inhibition, % at 8.4 µM; 200,000 compounds, 0.18% hits; in the data active = inhibition above about 25%;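 note: 0% = vehicle and 100% = reference inhibitor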
Lmaj promast = inhibitors of Leishmania major promastigote growth. Leishmania major promastigotes, resazurin fluorescence viability. inhibition, % at 10 µM. 200,000 compounds, 9% hits. AID 1063; in the data active = inhibition above about 50%;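 note: promastigotes grown with compound for 44 hours at 28 °C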
ROMK mod = human ROMK K+ channel modulation, primary screen | P48048 | Tet-inducible ROMK, thallium flux fluorescence; actives lie on both sides | B-score at 10 µM | 130,000 compounds, 2% hits | AID 1918;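 active = signal ratio slope over the read window, or its plate-corrected B-score, at least 3 SD from the plate mean, either direction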;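 note: B-score of the F/F0 ratio slope over 7 to 12 s after thallium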
DTT redox prof = compounds producing H2O2 with reducing agent – biochemical, NIH compound library profiling, artefact control for MLSCN library redox annotation, primary screen | DTT-dependent redox cycling H2O2, phenol red/HRP absorbance; 100% = 100 µM peroxide control, 0% = buffer | activation, % at 10 µM | 200,000 compounds, 0.03% hits | AID 878;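 active = activation of at least 50% relative to the plate's high and low controls in the primary single-dose screen; inactive = activation below 50%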;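 note: compound incubated with DTT at 0.8 mM final as the reducing agent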
The depositor's hits bear a star; . = no result given.

SMILES	PPARg SRC-3 ag	TR-FRET SRC-2 ct	bIAP act	PPARg SRC2 recr	bIAP inh	S1P3 antagonist	PPARg SRC-1 ag	TLR4-MyD88 BLA	Lmaj promast	ROMK mod	DTT redox prof
Cc1ccc(S(=O)(=O)C2CCOC2=O)cc1 (stereo not drawn)	-8	1398	0.9	6	6	.	-6	-2	-4	-0.058	0.2
COCCn1c(SCC(=O)Nc2ccc(Cl)cn2)nnc1-c1ccncc1	8	1773	0.8	1	24	-12	-3	1	2	-0.3	0.1
Cc1ccc(C2CC(=O)N3CN(c4ccc(Br)cc4)CSC3=C2C#N)o1 (stereo not drawn)	-1	1503	0.7	10	27	6	-1	-8	26	-0.3	2.9
CCC(=O)N(CCc1ccccc1C)Cc1cc2cc3c(cc2[nH]c1=O)OCO3	1	1568	1	2	4	-44	11	0	-5	0.25	-0.5
N#Cc1c(-c2ccc(Br)cc2)nc2n(c1=O)CCCS2	-7	1588	0.9	-9	6	.	6	7	-4	.	0.7
CC1=NC(=O)C(N=Nc2ccccc2C(=O)O)N1c1ccccc1 (stereo not drawn)	4	1493	1.1	1	-14	-7	-4	0	-5	-0.49	-0.1
CC(C)(C)NC(=O)C(c1ccncc1)N(C(=O)c1csnn1)C1CC1 (stereo not drawn)	17	1570	1	5	-5	6	6	-2	-5	.	-3.5
CCNC(=O)N(C)c1nncnc1C(=O)NC	-4	1601	0.9	-1	6	.	5	8	-4	1	0.6
Cc1ccc(C(=O)N/C(=C/c2ccc(Cl)cc2)C(=O)Nc2cccc(C(=O)O)c2)cc1	4	1607	2.2*	-5	-119	-2	-5	1	32	-0.0036	0.2
N#C/C(=C\c1ccc(/C=C(/C#N)c2nn(CCO)c(N)c2C#N)cc1)c1nn(CCO)c(N)c1C#N	-4	1625	1	-6	2	3	1	14	-1	.	1.1
C/C(=C\C(=O)c1ccc(Br)cc1)Nc1cccc(Cl)c1	6	1738	.	1	.	.	1	0	-6	.	1.6
O=C(CCN1C(=O)/C(=C/c2ccc3c(c2)OCO3)SC1=S)NNC(=O)c1cccnc1	-1	1676	1.1	14	-8	-5	0	-10	1	-0.6	-0.7
CC1(C)CC(=O)C2=C(C1)Nc1ncnn1C2c1cccs1 (stereo not drawn)	5	1370	1.1	11	-6	-21	1	-9	-1	-0.3	0.0
COCc1nnc(NC(=O)c2cccs2)s1	8	1537	0.9	7	12	-14	8	-3	-5	0.63	0.6
O=C(O)CCSc1nc2ccccc2s1	-2	1548	1	7	5	-11	1	2	-4	.	-0.2
COc1cccc(C2=N/C(=C\N(C)C)C(=O)O2)c1	-5	1684	0.9	13	14	13	-1	-2	2	.	0.8
CC(NC(=O)c1nn(C)c(=O)c2ccccc12)c1ccc(F)cc1 (stereo not drawn)	0	1693	1	7	5	-11	15	-12	-4	-0.015	-2.3
CCOC(=O)NC1(C(F)(F)F)NC(=O)N(c2cccc(C(F)(F)F)c2)C1=O (stereo not drawn)	3	1713	1.2	4	-18	-12	4	7	-6	-0.026	-1.1
N#CCCN(C1CCCCC1)S(=O)(=O)c1cccc2nsnc12	0	1655	0.9	-5	7	6	3	2	14	-0.8	0.4
Oc1cccc(-c2nc3ccccc3s2)c1	6	1660	0.9	12	7	-16	0	-3	-8	.	2.8
Cc1ccc(S(=O)(=O)Nc2ccncc2)c(C)c1N(C)S(=O)(=O)c1ccc(Cl)cc1	3	1521	1	6	-2	7	4	-1	24	.	0.0
COc1cccc(OC2OC3COC(C)(C)OC3C(O)C2NC(C)=O)c1 (stereo not drawn)	-2	1639	1	2	-3	-5	5	-14	-5	0.16	-0.7
CCN(CC)Cc1ccccc1Sc1ccccc1	6	1646	0.7	6	34	-16	9	-8	94*	.	0.1
C=CCNC(=O)/C(C#N)=C/c1ccc(OS(=O)(=O)c2ccc(C)cc2)c(OC)c1	1	1621	1.2	-3	-15	-3	3	8	92*	-4.6*	-0.7
CC1(C)CC(=O)C=C(N=CC2=C(O)CC(C)(C)CC2=O)C1	5	1605	1.1	8	-8	.	2	-4	-6	-0.1	0.2
CN(C)c1cccc(NC2=CC(=[N+]3CCOCC3)CC(C)(C)C2)c1	5	1585	0.8	-2	21	.	4	3	13	-1.4	-0.2
CC1CCN(S(=O)(=O)c2ccc(C(=O)NCc3cccnc3)cc2)CC1	1	1651	1.1	0	-11	-12	10	0	5	-0.017	0.0
C=CCNC(=O)/C(C#N)=C/c1ccccc1[N+](=O)[O-]	8	1646	1	4	-5	-6	8	2	4	.	0.2
Cn1c(=O)n(C)c2cc(NC(=O)COc3ccc(Cl)cc3)ccc21	1	1630	1	1	0	2	-5	-3	-1	0.48	-0.9
Cc1cc(Cl)c(S(=O)(=O)N2CCN(c3ccccc3)CC2)cc1OCC(N)=O	5	1373	1	2	3	.	-5	10	-2	-0.024	1.0

An excerpt from above in order of count of non-hydrogen atoms, falling:
SMILES	PPARg SRC-3 ag	TR-FRET SRC-2 ct	bIAP act	PPARg SRC2 recr	bIAP inh	S1P3 antagonist	PPARg SRC-1 ag	TLR4-MyD88 BLA	Lmaj promast	ROMK mod	DTT redox prof
C=CCNC(=O)/C(C#N)=C/c1ccc(OS(=O)(=O)c2ccc(C)cc2)c(OC)c1	1	1621	1.2	-3	-15	-3	3	8	92*	-4.6*	-0.7
CC1CCN(S(=O)(=O)c2ccc(C(=O)NCc3cccnc3)cc2)CC1	1	1651	1.1	0	-11	-12	10	0	5	-0.017	0.0
N#CCCN(C1CCCCC1)S(=O)(=O)c1cccc2nsnc12	0	1655	0.9	-5	7	6	3	2	14	-0.8	0.4
CCN(CC)Cc1ccccc1Sc1ccccc1	6	1646	0.7	6	34	-16	9	-8	94*	.	0.1

Other results follow.
SMILES	PPARg SRC-3 ag	TR-FRET SRC-2 ct	bIAP act	PPARg SRC2 recr	bIAP inh	S1P3 antagonist	PPARg SRC-1 ag	TLR4-MyD88 BLA	Lmaj promast	ROMK mod	DTT redox prof
O=C(c1cccc(S(=O)(=O)N2CCCC2)c1)N1CCN(c2ncccn2)CC1	2	1747	1	-4	-5	-5	7	-4	-1	0.48	-0.6
O=C(CN1CCCC1)Nc1ccccc1Cl	3	1531	1	0	4	.	0	-3	-6	0.2	0.7
CC(O)CNc1cnccn1 (stereo not drawn)	-3	1571	1	-3	4	-37	4	-2	-1	0.29	-1.5
O=C(CSc1nc(COc2ccccc2)nc2ccccc12)NC1CCCC1	2	1599	0.8	13	21	1	10	12	2	0.15	-0.7
COc1ccc(CNC(=O)c2ccc[nH]2)cc1Cl	1	1464	1	-2	2	-11	3	-6	3	-0.073	-0.7
COc1cccc(NC2=Nc3cccc4cccc2c34)c1	3	1595	0.9	0	8	-6	3	-6	38	.	1.1
CCOC(=O)C1(Cc2cccc(OC)c2)CCN(Cc2ccc(OC)c(O)c2)CC1	1	1468	1	-5	-4	10	-5	11	85*	-0.72	-0.8
CCC1=NC(c2ccccc2Cl)N(O)C1(C)C (stereo not drawn)	-4	1410	0.9	-3	5	3	6	13	-4	0.15	0.9
O=[N+]([O-])c1ccc(N2CCN(CCOCCO)CC2)c([N+](=O)[O-])c1	3	1423	0.9	0	8	-1	1	11	1	-0.061	-0.8
O=C(COC(=O)c1cc([N+](=O)[O-])ccc1NCc1ccccc1)NC1CCCc2ccccc21 (stereo not drawn)	0	1632	0.8	4	24	.	-6	-5	8	0.68	0.5
O=C1c2ccsc2SCCN1Cc1ccc(Cl)cc1Cl	2	1552	0.8	4	25	.	4	-2	7	.	-7.2
Cc1cc(C)nc(NC(=O)c2c(-c3ccccc3Cl)noc2C)n1	9	1549	0.9	6	6	11	5	-10	-3	.	-3.5
CCNc1nc(=S)nc(NCc2ccccc2)[nH]1	6	1659	0.9	13	14	-4	3	-6	-7	-0.28	-0.2
Cc1noc(C)c1COc1ccc(C(=O)OC(C)C(=O)Nc2ccc(S(=O)(=O)N3CCOCC3)cc2)cc1 (stereo not drawn)	-2	1553	0.9	-2	10	-19	4	-5	2	.	-0.9
CCCCCC(=O)Nc1cccc(-c2nc3ncccc3o2)c1	4	1709	0.9	2	11	16	4	0	67*	-1.1	0.3
CCCc1nc2scc(-c3ccc(C)cc3)c2c(=O)n1N	-5	1520	0.9	10	12	.	3	-10	16	0.0086	0.2
Cc1ccc(C(=O)NC(=S)NCC2CCCO2)cc1Br (stereo not drawn)	4	1568	0.8	0	16	1	1	6	-7	-1.6	-0.3
O=C(CN1C(=O)c2ccccc2C1=O)OC(C(=O)c1ccc(Cl)cc1)c1ccccc1 (stereo not drawn)	3	1952	0.9	8	9	.	6	1	-10	-0.13	0.1
Cn1c(CNC(=O)OC(C)(C)C)n[nH]c1=S	-1	1567	1	2	5	-12	2	0	-9	0.49	-0.1
COc1cccc(C2CC(c3cccc(Br)c3)n3nc(N)nc3N2)c1 (stereo not drawn)	1	1797	0.9	5	7	-10	-3	5	75*	.	-0.6
O=C(Nc1ccc(CN2CCOCC2)cc1)c1ccc(-c2ccc(Cl)cc2Cl)o1	6	1621	1.2	9	-17	-3	4	-4	74*	.	0.3
Cc1cc(Nc2ncc(Cl)cc2Cl)n[nH]1	1	1490	1.3	-10	-28	0	1	6	1	.	1.5
COc1ccc2[nH]cc(CCN3C(=O)CCC3=O)c2c1	0	1543	0.9	6	14	.	2	-5	-1	.	-16
CCOc1ccc(OCC)c(NC(=O)C2CCCN(c3ncccn3)C2)c1 (stereo not drawn)	-6	1532	1.1	-5	-8	1	6	7	1	-0.89	2.2
Cc1ccc(C(C(=O)NC2CCCCC2)N(C(=O)c2csnn2)C2CC2)o1 (stereo not drawn)	-5	1511	0.9	7	10	-4	4	-3	-2	.	1.8
Cc1ccc(C)c(Nc2nc3c(S(=O)(=O)c4ccccc4)nnn3c3ccccc23)c1	5	1573	0.9	5	9	-10	1	-15	44	-0.087	1.3
N#C/C(=C/N1CCOCC1)c1ccccc1	5	1398	1	1	3	2	-3	1	-5	0.15	2.2
COCCn1nnnc1C(c1ccc2ncccc2c1)N1CCN(c2ccccc2F)CC1 (stereo not drawn)	2	1614	1.1	7	-5	8	-4	-6	3	.	-0.7
CCOC(=O)c1c(C)cccc1OCC(N)=O	0	1647	1	-1	2	.	1	-10	-8	0.038	-0.6
O=C(C1CCCO1)N1CCN(C(=S)NC2CC2)CC1 (stereo not drawn)	7	1670	1.1	4	-8	-23	-2	5	-6	.	-0.5
COc1ccc(-c2noc(Cc3ccccc3OC)n2)cc1	26*	1718	1	7	-2	12	4	-3	8	.	1.3
COc1ccc(/C=N/c2sc3c(c2C#N)CCN(Cc2ccccc2)C3)c(O)c1	3	1488	0.9	-10	7	7	0	0	46	1.5	0.4
O=C(N/N=C1\CC2CC=CC12)c1ccc(COc2ccccc2)cc1 (stereo not drawn)	1	1633	1.1	7	-12	-9	-1	-5	-9	-1.3	-0.3
COc1cc(-c2nnc(SCC#CCO)o2)cc(OC)c1OC	1	1602	0.9	11	9	4	1	-2	-2	.	-0.9
Cc1cc(=O)n2c(c1C#N)SC1CCCCC12O (stereo not drawn)	-9	1330	1	-6	-2	7	3	6	3	.	1.5
C1CCC(C23CC4CC(CC(C4)C2)C3)NC1 (stereo not drawn)	2	1550	0.9	-2	12	.	2	-3	-6	.	-0.5
